Phagocyt inh = macrophage phagocytosis inhibition | J774A.1 macrophage IgG-bead phagocytosis, imaging | AID 1029 | inhibition, % at 5 µM | hit rate 0.07% among 110,000;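 active = inhibition above the mean of the plate negative controls plus 5 SD, cut at about 13% in these data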;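 note: phagocytic index as fraction of beads internalized from green versus red external bead signal; plate controls were DMSO negative control for no effect and cytochalasin-D positive control for full effect; some results beyond the cut were filed as inactive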
E-sel TNF inh = blocks E-selectin expression induced by TNF alpha. hit rate 0.71% among 120,000. HUVEC TNFa-induced E-selectin immunofluorescence, high content. inhibition, % at 2 µM. AID 1246;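 active = inhibition above the batch mean plus 3 SD, and confirmed as a hit on visual image review, cut at about 43% in these data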;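 note: 0% = TNF-stimulated DMSO wells and 100% = unstimulated control wells; not every result past the cut was called active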
* = called active by the depositor; nt = no result given. A portion of the library; rates above refer to the full screens.

SMILES	Phagocyt inh	E-sel TNF inh
Cc1noc(C)c1COC(=O)c1cc2c(C)nn(-c3ccc(F)cc3)c2s1	-1.2	nt
COC(=O)c1cccc(NC(=O)Cn2cnc3c2c(=O)n(C)c(=O)n3C)c1	-2.3	nt
Cn1c(=O)c2c(nc(SCc3cc4c(cc3Cl)OCO4)n2C)n(C)c1=O	0.4	nt
Cc1cccc(C(=O)N[C@H](C(=O)Nc2ccc(C)c(S(=O)(=O)N(C)C)c2)C(C)C)c1	nt	-0.6
c1csc(-c2cn3ccc4ccccc4c3n2)c1	nt	-21.1
CCC(=O)Nc1nc(C)c(-c2csc(Nc3cccc(C(=O)O)c3)n2)s1	nt	-27.0
O=C(NC(=S)N1CCN(c2ccc([N+](=O)[O-])cc2)CC1)c1ccco1	nt	-20.4
CSc1nsc(/C=C/Nc2ccc(O)cc2C)c1C#N	nt	-23.0
CN1CCN(c2ccccc2NC(=O)c2sc3ccccc3c2Cl)CC1	nt	22.1
O=C(/C=C/c1ccccc1[N+](=O)[O-])NCCc1ccc(F)cc1	nt	20.2
CC1CCC2C(=O)N(c3ccc(NC4CCN(Cc5ccccc5)CC4)c([N+](=O)[O-])c3)C(=O)C2C1 (centres undefined)	nt	-1.3
CCn1cc(C(=O)Nc2ccc(C)cc2C)c(=O)c2ccc(C)nc21	nt	-27.0
CC(C)NS(=O)(=O)c1ccc(OCC(=O)NCc2ccco2)cc1	nt	10.1
CS(=O)(=O)NNC(=O)CN1C(=O)C2C3C=CC(C3)C2C1=O (centres undefined)	nt	-15.4
O=C(CCSc1nnc2ccccn12)Nc1ccc2c(c1)OCO2	nt	-8.8
Cc1cc(C)n(C(=O)/C(C#N)=N\Nc2ccccc2[N+](=O)[O-])n1	nt	17.4
O=C(NCc1ccccc1)C(=O)NCC1OCCN1C(=O)c1ccc(Cl)cc1 (centres undefined)	nt	-6.3
Cc1ccn2cc(CCNC(=O)CC3CCCCC3)nc2c1	nt	-3.2
CSc1ncccc1C(=O)NC(C)C1CC2CCC1C2 (centres undefined)	nt	-14.3
CCc1ccc(/C=C2/Sc3ccccc3N(CC(=O)NCCCOC)C2=O)cc1	nt	6.6
CC(C)CC(=O)Nc1ccccc1N1CCN(c2ccc(F)cc2)CC1	nt	12.2
COc1cc(NC(=O)COC(=O)CNC(=O)c2ccc(C)s2)cc(OC)c1	nt	13.9
Cc1cc(C)cc(NC(=S)Nc2cccc3cnccc23)c1	nt	-73.2
c1ccc(CCNc2ncnc3sccc23)nc1	nt	-16.6
COc1cccc(-c2nn(-c3ccccc3)cc2CN(C)Cc2c(C)nc3ccccn23)c1	nt	23.9
Cc1c(NC(=O)c2ccc(S(=O)(=O)N(C)c3ccccc3)cc2)c(=O)n(-c2ccccc2)n1C	nt	-17.8
O=C(Cc1ccc(Cl)cc1)Nc1ncc([N+](=O)[O-])s1	nt	25.3
CCOc1ccc(NC(=O)c2ccc3c(SCC(=O)O)c4c(nc3c2)CCCC4)cc1	nt	4.2
CCOc1ccc(/C=N/NC2=NCCCCC2)cc1	nt	-54.5
COc1ccc(N2CCN(C(=O)c3ccc4c(c3)[nH]c(=S)n3c5ccccc5nc43)CC2)cc1	nt	3.9
COC(=O)c1c(SCC(=O)Nc2ccc(C)cc2)nc(=O)[nH]c1C	nt	44.6
Cc1nc(SCC(=O)N2CC(=O)Nc3ccccc32)nc(C)c1C	nt	-30.4
CC1CCc2nc3ccccc3c(C(=O)OCC(=O)N(C)C3CCS(=O)(=O)C3)c2C1 (centres undefined)	nt	11.5
O=C1NC(=S)N/C1=C/c1cc([N+](=O)[O-])ccc1N1CCOCC1	nt	12.0
COc1ccc(CCn2c(=S)[nH]c3ccc(N4CCOCC4)cc3c2=O)cc1OC	nt	11.8
Cc1cc(/C=C2/C(=N)N3C(=NC2=O)SN=C3S(C)(=O)=O)c(C)n1-c1ccccc1F	nt	-18.4
CCc1ccccc1NC(=S)N(CCCN(C)C)Cc1cc2cc3c(cc2[nH]c1=O)OCO3	nt	20.0
O=S(=O)([O-])C/C(=C\c1ccc(Cl)cc1)c1cc[n+](CCO)cc1	nt	-13.3
Cn1c(=S)[nH]c2c(c1=O)C(C)(C)Cc1ccccc1-2	nt	-11.2
COc1ccc(-n2c(=O)c3ccccc3n(CC(=O)OCc3ccccc3)c2=O)cc1OC	nt	9.1

Retrieved one by one from above, six records:
SMILES	Phagocyt inh	E-sel TNF inh
COc1ccc(-n2c(=O)c3ccccc3n(CC(=O)OCc3ccccc3)c2=O)cc1OC	nt	9.1
CCc1ccccc1NC(=S)N(CCCN(C)C)Cc1cc2cc3c(cc2[nH]c1=O)OCO3	nt	20.0
Cn1c(=S)[nH]c2c(c1=O)C(C)(C)Cc1ccccc1-2	nt	-11.2
COC(=O)c1c(SCC(=O)Nc2ccc(C)cc2)nc(=O)[nH]c1C	nt	44.6
Cc1nc(SCC(=O)N2CC(=O)Nc3ccccc32)nc(C)c1C	nt	-30.4
CC1CCc2nc3ccccc3c(C(=O)OCC(=O)N(C)C3CCS(=O)(=O)C3)c2C1 (centres undefined)	nt	11.5

More structures follow.
SMILES	Phagocyt inh	E-sel TNF inh
Cc1ccc(S(=O)(=O)N2CCC(C(=O)N/N=C/c3ccncc3)CC2)cc1	nt	-3.7
O=C(O)/C=C/C(=O)N1CCN(S(=O)(=O)c2cc(C(F)(F)F)ccc2Cl)CC1	nt	20.4
O=C(Nc1ccc2c(c1)CCC2)c1cccs1	nt	-2.4
Cc1cc(NC(=O)C2CCCCC2)ncc1NC(=O)c1ccccn1	nt	-1.8
C=C(C)C1CC=C(C)/C(=N/NC(=O)c2ccccc2[N+](=O)[O-])C1 (centres undefined)	nt	-27.2
CN(C)/C=C/C(=O)c1cccc([N+](=O)[O-])c1	nt	-51.3
c1ccc(Cn2c(NCc3ccncc3)nc3ccccc32)cc1	nt	19.3
CCOc1ccc(-n2c(=O)c3sccc3n(CC(=O)Nc3cccc(OC)c3)c2=O)cc1	nt	-20.9
CCC(=O)NCCCNc1nc2c(C)cccc2cc1C#N	nt	-17.1
COCC(=O)Nc1ccc(F)cc1	nt	26.1
O=C(Nc1cccc(S(=O)(=O)N2CCOCC2)c1)c1ccc(Cl)c([N+](=O)[O-])c1	nt	4.0
O=c1[nH]c(/C=C2\C=Nc3ccccc32)c(O)n1Cc1ccccc1F	nt	-47.5
CCC(C)Nc1nc(Cl)nc(N(C#N)CN2C(=O)c3ccccc3S2(=O)=O)n1 (centres undefined)	nt	9.2
COc1cccc(N2CCN(C(=O)c3nc4nc(C)cc(C)n4n3)CC2)c1	nt	-59.1
Cc1nn(-c2ccc(F)cc2)c(C)c1/C=C/C(=O)N1CCNC(=O)C1	nt	-1.4
Cc1ccc(-n2c(-c3ccccc3)c[n+]3c2CCc2ccccc2-3)c(C)c1	nt	-25.3
O=C(NC(=S)NCCc1ccccn1)c1ccccc1	nt	-1.5
Cc1[nH]c2ccccc2c1C(c1ccncc1)N1CCCCC1 (centres undefined)	nt	-48.3
COc1ccc2[nH]c3c(=O)n(Cc4ccc(C(=O)NCC5CCCO5)cc4)c(=S)[nH]c3c2c1 (centres undefined)	nt	-23.8
Cc1ccc2nc(Cn3cc(C(F)(F)F)cc(Cl)c3=O)cc(=O)n2c1	nt	-5.2

Shown field by field: entries from further up
> Cc1cc(C)n(C(=O)/C(C#N)=N\Nc2ccccc2[N+](=O)[O-])n1
  Phagocyt inh: nt; E-sel TNF inh: 17.4
> O=C(NCc1ccccc1)C(=O)NCC1OCCN1C(=O)c1ccc(Cl)cc1 (centres undefined)
  Phagocyt inh: nt; E-sel TNF inh: -6.3

(continued)
SMILES	Phagocyt inh	E-sel TNF inh
O=C1CN(O)C=C2N=c3ccccc3=C2N1c1ccc([N+](=O)[O-])cc1	nt	-4.5
CN1CCN(NC(=O)c2cc(-c3ccccn3)nc3ccccc23)CC1	nt	21.4
COc1ccc(S(=O)(=O)N2CCC(O)(c3cccnc3)CC2)cc1OC	nt	-10.8
Cc1c(NC(=S)Nc2cccc(Cl)c2)c(=O)n(-c2ccccc2)n1C	nt	21.2
CC(=O)c1nc2ccccc2n1CCc1ccccc1	nt	-8.5
COc1cc(/C=N/N=C2/NC(=O)C(Cc3ccccc3)S2)ccc1O (centres undefined)	nt	-0.3
Cc1ccc(C2=NCN(c3ccc(C(=O)O)cc3)C(=S)N2)cc1	nt	1.3
COc1ccc(CN2CCN(C(=O)c3ccc4nc(N5CCOCC5)sc4c3)CC2)c(OC)c1OC	nt	-1.3
Nc1[nH]ncc1-c1ccc(F)cc1	nt	12.3
COC(=O)c1sc(NC(=O)COc2c(C)cccc2C)nc1C	nt	3.5

Record cards (already shown). Order of screens: Phagocyt inh	E-sel TNF inh
`CN1CCN(NC(=O)c2cc(-c3ccccn3)nc3ccccc23)CC1` as listed: nt	21.4
`Cc1ccc(C2=NCN(c3ccc(C(=O)O)cc3)C(=S)N2)cc1` as listed: nt	1.3
`Nc1[nH]ncc1-c1ccc(F)cc1` as listed: nt	12.3

(list continues)
SMILES	Phagocyt inh	E-sel TNF inh
Cc1cc(C)nc(SCC(=O)NC2CCCC2)n1	nt	18.5
CC(=O)c1ccc2noc(-c3ccc(F)cc3)c2c1	nt	-44.0
Cc1cc(C(=O)COC(=O)c2nc3nccc(C)n3n2)c(C)n1CC1CCCO1 (centres undefined)	nt	17.9
O=C(N/N=C/c1ccc(C(F)(F)F)cc1)c1ccc(O)cc1	nt	78.1*
O=C(CN1CCN(Cc2ccc3c(c2)OCO3)CC1)Nc1ccc(N2CCOCC2)cc1	nt	9.2
CN(C(=O)CCc1ccccc1)c1nnc(-c2ccncc2)s1	nt	3.8
CC(C)COC(=O)C(C)Nc1n[nH]c(=S)[nH]c1=O (centres undefined)	nt	2.9
COc1ccc(C(C)=O)cc1COC(=O)c1ccc(N)c([N+](=O)[O-])c1	nt	-10.5
O=C(Cn1c(=S)[nH]c2ccccc2c1=O)N1CCN(c2ccccc2)CC1	nt	5.3
O=C(COC(=O)CCC1CCCC1)NCc1ccc(Cl)cc1	nt	-1.2
CC1CCN(S(=O)(=O)c2cccc(C(=O)Nc3ccccc3)c2)CC1	nt	-29.1
CC(C)(C)C(=O)CSc1nc2ccccc2o1	nt	20.9
O=[N+]([O-])c1cccc(-c2c[n+]3c(n2-c2ccccc2)SCC3)c1	nt	-41.3
O=C1Nc2cc(Cl)c(Cl)cc2N(O)N1c1ccccc1Cl	nt	-7.7
COc1ccc(C2=NNC(c3ccco3)=Nc3ccc(F)cc32)cc1	nt	8.7
COc1ccc(NC(=O)Cn2c(=O)n(CC3CCCO3)c(=O)c3ccccc32)c(OC)c1 (centres undefined)	nt	4.0
CCOC(=O)CNC(=O)N1CCCC(C(=O)c2cccc(Cl)c2)C1 (centres undefined)	nt	1.0
Cc1ccc(CNC(=O)CSc2ccsc2[N+](=O)[O-])cc1	nt	-23.0
Cc1ccc(NC(=O)N2CCCC2c2cccs2)cc1 (centres undefined)	nt	-3.8
CN(C)c1cc[n+](CC(=O)c2ccc(Br)cc2)cc1	nt	-3.4
O=C(Nc1ccccc1O)c1c(O)c2c([nH]c1=O)CCCC2	nt	-22.7
S=C(NCCc1ccccc1)NC1CCC(NC(=S)NCCc2ccccc2)CC1 (centres undefined)	nt	4.7
Cc1[nH]c(=S)c(C#N)c(-c2ccco2)c1C(=O)N(C)C	nt	18.2
O=C(Nc1nc(-c2ccccn2)cs1)c1cc2ccccc2o1	nt	0.9
Cc1nn(CC(=O)c2cccc(Cl)c2)c(C)c1[N+](=O)[O-]	nt	-16.8
CN1c2ccccc2Oc2nnc(Cl)cc21	nt	-32.2
CCOC(=O)C1=C(C)NC(=O)/C1=C\N(C)C	nt	27.8
OC(COc1ccccc1)CN1CCCCCC1 (centres undefined)	nt	-17.7
CCOc1ccc(N=Nc2c(C)noc2C)cc1	nt	1.0
CCN(CC)S(=O)(=O)c1ccc(N2CCOCC2)c(NC(=O)c2ccc(F)cc2)c1	nt	12.6
O=C(CSc1ncn[nH]1)c1cc2ccccc2o1	nt	44.0
CCOc1ccccc1NC(=O)CCNC(=O)c1ccc(Cl)cc1	nt	-6.0
CC(Cc1n[nH]c(=S)o1)c1ccccc1 (centres undefined)	nt	2.7
COC(=O)c1ccc(C(=O)OC)c(NC(=S)N2CCCC(CO)C2)c1 (centres undefined)	nt	-68.6
COc1cc(CN2CCN(Cc3ccc(C)cc3)C(CCO)C2)cc(OC)c1O (centres undefined)	nt	-6.9
N#C/C(=C\c1cccnc1)c1nc2c(s1)CCCC2	nt	-21.2
CC1=CC(C)(C)NC(=S)N1c1ccc(C)cc1C	nt	-10.4
COc1ccc(-c2[nH]ncc2CNCCc2ncccc2C)cc1F	nt	-21.3
CC(C)c1ccc(NC(=O)CNC(=O)Cn2cnc3ccccc3c2=O)cc1	nt	-3.5

Structures from the list above that contain a CF3 group (three):
SMILES	Phagocyt inh	E-sel TNF inh
O=C(O)/C=C/C(=O)N1CCN(S(=O)(=O)c2cc(C(F)(F)F)ccc2Cl)CC1	nt	20.4
Cc1ccc2nc(Cn3cc(C(F)(F)F)cc(Cl)c3=O)cc(=O)n2c1	nt	-5.2
O=C(N/N=C/c1ccc(C(F)(F)F)cc1)c1ccc(O)cc1	nt	78.1*

Compound activity as filed in PubChem BioAssay.
